Pol beta inh = DNA polymerase beta (human) inhibition; P06746; Pol beta primer extension/strand displacement, fluorescence kinetic; Potency, µM (top dose mostly 114 µM), without a hit: top-dose activity change, negative = inhibition, hits mostly inhibitors; 340,000 compounds, 1.3% hits; AID 485314; further: on the % scale 0 is the no-effect control and ±100 the full control effect
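Values derive from four-parameter Hill fits of normalized kinetic data: reads at 0 and 10 min following addition of 50 nM substrate to 10 nM Pol beta preincubated 15 min with compound.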
POLI inh = DNA polymerase iota (human) inhibition | Pol iota fluorescent replication assay, 10 min | Potency, µM (top dose mostly 115 µM), without a hit: top-dose activity, negative = inhibition, actives largely listed as inhibitors | 390,000 compounds, 1% hits | AID 588590
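Fluorescent replication assay read twice, at 0 min and 10 min after adding 50 nM (final) substrate. Enzyme (10 nM) and compounds were first incubated 15 min at room temperature; enzyme-free buffer wells were negative controls.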
POLK inh = inhibitors of human DNA polymerase kappa; Potency, µM (doses to about 107 µM), for the others: top-dose activity, negative = inhibition, usual class: inhibitors; purified Pol kappa, fluorescent DNA synthesis assay, 10 min; 400,000 compounds, 0.53% hits; Q9UBT6; AID 588579; further: on the % scale 0 is the no-effect control and ±100 the full control effect
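Readout: fluorescence, taken kinetically at 0 and 10 min. Conditions: 10 nM Pol kappa, 15 min RT compound preincubation, 50 nM substrate final. Controls: enzyme-free buffer wells.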
BLM helicase inh = inhibitors of human Bloom syndrome helicase BLM; AID 2528; Potency, µM (doses to about 56.1 µM), for the others: at the top dose activity change, negative = inhibition, most hits filed as inhibitors; 350,000 compounds, 0.2% hits; recombinant BLM DNA unwinding, fluorescence dequenching; P54132;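 further: plate controls were vehicle for no effect and no enzyme for full effect; nearly all actives have a fitted effect of over 35% in size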
BAZ2B inh = inhibitors of human BAZ2B bromodomain; AlphaScreen BAZ2B-H3K14Ac peptide displacement; 360,000 compounds, 4.4% hits; AID 504333; Q9UIF8; Potency, µM (top dose mostly 114 µM), without a hit: at the highest dose activity change, negative = inhibition, actives largely listed as inhibitors; further: on the % scale 0 is the no-effect control and ±100 the full control effect; nearly all actives have a fitted effect of over 60% in size
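In this displacement format the biotinylated H3(5-23) peptide acetylated at Lys14 serves as ligand at 50 nM, with BAZ2B at 50 nM in PBS pH 7.4 containing 0.01% Tween-20. Donor and acceptor beads are 10 ug/mL final.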
POLH inh = DNA polymerase eta (human) inhibition. Q9Y253. recombinant Pol eta, fluorescent DNA replication assay. Potency, µM (highest dose often 114 µM), for inactives: at the top dose activity change, negative = inhibition, hits mostly inhibitors. 390,000 compounds, 1.2% hits; further: on the % scale 0 is the no-effect control and ±100 the full control effect
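Pol eta at 10 nM preincubated with compounds 15 min at room temperature; reaction started with fluorescent substrate (50 nM final) and read kinetically at 0 and 10 min.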
APE1 inh = inhibitors of human APE1 endonuclease; P27695; recombinant APE1, TAMRA/BHQ-2 abasic DNA cleavage fluorescence; Potency, µM (top dose mostly 65.8 µM), inactives show top-dose activity change, negative = inhibition, usual class: inhibitors; 350,000 compounds, 0.35% hits; AID 2517;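 further: plate controls were vehicle for no effect and reference inhibitor for full effect; nearly all actives have a fitted effect of over 55% in size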
Target sequence (P27695 whole entry, looked up): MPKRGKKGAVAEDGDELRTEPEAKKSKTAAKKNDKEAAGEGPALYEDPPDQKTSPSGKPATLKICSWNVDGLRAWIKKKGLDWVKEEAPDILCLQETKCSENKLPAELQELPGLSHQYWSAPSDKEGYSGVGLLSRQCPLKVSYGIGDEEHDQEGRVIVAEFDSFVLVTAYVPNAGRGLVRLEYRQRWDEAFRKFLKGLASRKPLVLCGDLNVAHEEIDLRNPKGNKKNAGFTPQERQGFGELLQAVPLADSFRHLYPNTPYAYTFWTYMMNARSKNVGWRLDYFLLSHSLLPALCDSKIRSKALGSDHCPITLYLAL
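Compound pre-exposure to 0.75 nM APE1, 15 min at ambient temperature. Reaction initiated with 50 nM TAMRA/BHQ-2 THF substrate, read immediately in kinetic mode, 525 nm excitation, 598 nm emission.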
Anesthetic bind = binds horse apoferritin like a general anesthetic. P02791. apoferritin/1-aminoanthracene competitive binding, fluorescence. Potency, µM (titrated, usually from 77.5 µM), for inactives: top-dose activity change, negative = displacement, usual class: inhibitors. 350,000 compounds, 0.074% hits; further: on the % scale 0 is the no-effect control and ±100 the full control effect; nearly all actives have a fitted effect of over 20% in size
Target sequence (P02791 2-175 limits assumed): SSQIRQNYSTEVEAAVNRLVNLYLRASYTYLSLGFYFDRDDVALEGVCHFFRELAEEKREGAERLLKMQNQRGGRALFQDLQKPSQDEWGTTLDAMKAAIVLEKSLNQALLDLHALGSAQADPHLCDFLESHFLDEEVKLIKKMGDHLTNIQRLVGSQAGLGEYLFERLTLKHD
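Horse-spleen apoferritin (10 uM) was mixed with 50% saturated 1-aminoanthracene in PBS, exposed to compounds for 10 min at room temperature, and read for fluorescence (ex 380 nm, em 535 nm). Competitive displacement was fitted with a four-parameter Hill equation.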
G9a block = G9a (human) methyltransferase inhibition; Q96KQ7; Potency, µM (top dose mostly 102 µM), for inactives: at the highest dose activity, negative = inhibition, hits mostly inhibitors; AID 504332; 350,000 compounds, 8.8% hits; G9a H3K9 monomethylation, AlphaScreen, 2 h; further: on the % scale 0 is the no-effect control and ±100 the full control effect; nearly all actives have a fitted effect of over 75% in size
Target sequence (Q96KQ7 913-1193 limits assumed): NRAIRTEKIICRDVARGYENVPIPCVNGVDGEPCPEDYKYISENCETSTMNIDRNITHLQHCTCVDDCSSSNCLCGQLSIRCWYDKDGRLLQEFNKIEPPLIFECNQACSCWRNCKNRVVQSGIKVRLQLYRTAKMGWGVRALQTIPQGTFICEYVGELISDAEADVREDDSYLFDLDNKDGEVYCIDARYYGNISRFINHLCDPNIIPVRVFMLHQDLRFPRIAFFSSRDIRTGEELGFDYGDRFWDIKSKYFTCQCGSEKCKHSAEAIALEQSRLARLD
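Compounds were preincubated with 20 nM G9a for 15 min, after which biotinylated H3K9 peptide (500 nM) and SAM (20 uM) started a 2 h room-temperature reaction. Monomethylated product was quantified by antibody-based AlphaScreen chemiluminescence.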
* marks the source's active call; other numbers are inactive results; ? = inconclusive; . = no result given; [ ] = dose if it differs, or a comment. The call rests on the fitted dose curve; in most records, active means well fitted curve in the direction sought with a large enough effect; inconclusive means small, poorly fitted or top-dose-only effect, or another doubt; inactive means no such curve, though single readings can be large; an effect the other way counts as inactive or inconclusive. Potency means the concentration at half of the fitted maximal effect.

Every second line gives: Pol beta inh | POLI inh | POLK inh | BLM helicase inh | BAZ2B inh | POLH inh | APE1 inh | Anesthetic bind | G9a block
1. CCOC(=O)Cc1csc(NC(=O)COc2ccc3ccccc3c2)n1
→ -17% | -6% | -25% | -6% | -24% | ? | -5% | -14% | -11%[59 µM]
2. COc1ccc(NC(=O)CCCn2c(=O)c3sccc3n(Cc3ccccc3C)c2=O)cc1
→ -7% | 0% | 1% | 0% | -15% | -16% | 6% | -2% | 23%[59 µM]
3. COc1cc(Nc2ncnc(N)n2)cc(OC)c1
→ 28% | 49%[activator] | -6% | 0% | -2% | -11% | 0% | -2% | .
4. CC1CC(C)(C)NC(=S)N1CCC(=O)NCc1ccc(Cl)cc1 (stereo not drawn)
→ 40%[activator] | 4% | -7% | -1% | -11% | -4% | 20% | -3% | 4%
5. Cc1cccn2c(=O)c3cc(C(=O)NCC4CCCO4)c(=N)n(Cc4cccnc4)c3nc12 (stereo not drawn)
→ -2% | 60%[activator] | -17% | -9% | -33% | -2% | -5% | 285%[activator] | -7%[12.7 µM]
6. CCOc1ccc(C(O)(c2ccccc2OC)C(CN2CCCC2)c2ccccc2)cc1 (stereo not drawn)
→ -13% | 24% | -4% | 1% | -25% | -21% | 2% | -11% | ?
7. O=S(=O)(Nc1ccc2c(c1)OCO2)c1ccc(Br)s1
→ 0% | 32%[activator] | -3% | -10% | -32% | -4% | -34% | ? | ?
8. COc1ccc(S(=O)(=O)N(C)C)cc1NC(=O)CSC(C)C(=O)Nc1cc(C)on1 (stereo not drawn)
→ . | 21% | -1% | . | ? | -17% | 5% | . | -14%[12.7 µM]
9. CCN1C(=O)CC(N2CCN(CC(=O)NC(C)C)CC2)C1=O (stereo not drawn)
→ 5% | 0%[58.9 µM] | 0% | 0% | -6% | -6% | -5% | -12% | 103%[activator][59 µM]
10. O=C(NCc1cccnc1)C1CC(c2ccc(Cl)c(Cl)c2)=NO1 (stereo not drawn)
→ ? | ? | -3% | 5% | 3% | -7% | -12% | -15% | .
11. CN(C(=O)c1ccncc1)C1CCCN(Cc2ccccc2F)C1 (stereo not drawn)
→ 8% | 38%[activator] | 2% | 1% | -5% | -9% | -5% | -1% | 20%
12. COc1cc(NC(=O)CSc2nnc(C)s2)cc(OC)c1OC
→ 0% | 7% | -10% | -1% | 2% | -12% | 2% | -3% | 5%[59 µM]
13. O=C(NCc1n[nH]c(=S)n1Cc1ccccc1)c1ccc(Cl)cc1Cl
→ 3% | 42% | 14% | -6% | -14% | -11% | -2% | -10% | ?
14. CCN1CCCC1CNC(=O)c1cc2c(OC)c(OC)c(OC)cc2[nH]1 (stereo not drawn)
→ 4% | 104%[activator] | -16% | 1% | -5% | -12% | -11% | -2% | 15%[2.33 µM]
15. CC1CN(C(=O)Nc2ccc3c(c2)OCCO3)CC(C)O1 (stereo not drawn)
→ 32% | 148%[activator] | -5% | -1% | 0% | 5% | -3% | -6% | 22%
16. CC1(C)C(C=C(Cl)Cl)C1C(=O)Nc1ccc(S(=O)(=O)Nc2ncccn2)cc1 (stereo not drawn)
→ -5% | 148%[activator] | -3% | -6% | -2% | -21% | 23% | -11% | -10%
17. O=[N+]([O-])C(=C1SCCS1)C(=C(Cl)Cl)N1CCCCC1
→ 9% | 7% | -7% | -10% | 7.9µM* | -12% | 5% | ? | 6.3µM*
18. CN(CCCC1CCCC1)C(=O)CC1C(=O)NCCN1Cc1ccc(F)cc1 (stereo not drawn)
→ -8% | 12% | -23% | -4% | ? | ? | 1% | ? | 79µM*
19. COc1ccc(CC(=O)Nc2cc(-c3cn4cccnc4n3)ccc2C)cc1OC
→ 16% | 8% | -3%[60.1 µM] | 2% | 4% | -7% | . | 94%[activator] | 14%[59 µM]
20. Cc1nnc(SCC2=C(C(=O)O)N3C(=O)C(NC(=O)COc4ccccc4)C3SC2)s1 (stereo not drawn)
→ . | ? | 79µM* | . | ? | 10µM* | 11% | . | 11%[0.501 µM]

Next section, overlapping the part above by five compounds.
nr	Molecule	Pol beta inh	POLI inh	POLK inh	BLM helicase inh	BAZ2B inh	POLH inh	APE1 inh	Anesthetic bind	G9a block
16	CC1(C)C(C=C(Cl)Cl)C1C(=O)Nc1ccc(S(=O)(=O)Nc2ncccn2)cc1 (stereo not drawn)	-5%	148%[activator]	-3%	-6%	-2%	-21%	23%	-11%	-10%
17	O=[N+]([O-])C(=C1SCCS1)C(=C(Cl)Cl)N1CCCCC1	9%	7%	-7%	-10%	7.9µM*	-12%	5%	?	6.3µM*
18	CN(CCCC1CCCC1)C(=O)CC1C(=O)NCCN1Cc1ccc(F)cc1 (stereo not drawn)	-8%	12%	-23%	-4%	?	?	1%	?	79µM*
19	COc1ccc(CC(=O)Nc2cc(-c3cn4cccnc4n3)ccc2C)cc1OC	16%	8%	-3%[60.1 µM]	2%	4%	-7%	.	94%[activator]	14%[59 µM]
20	Cc1nnc(SCC2=C(C(=O)O)N3C(=O)C(NC(=O)COc4ccccc4)C3SC2)s1 (stereo not drawn)	.	?	79µM*	.	?	10µM*	11%	.	11%[0.501 µM]
21	CCOc1ccccc1NC(=O)C(CC(C)C)NS(=O)(=O)c1ccc2c(c1)CCN2C(C)=O (stereo not drawn)	-13%	?	-27%	-5%	.	-12%	.	-3%	2%[59 µM]
22	COc1ccccc1CCNC(=O)/C(=C/c1cccnc1)NC(=O)c1ccccc1	-1%	-2%	-7%	1%	9%	-7%	2%	-2%	23%[59 µM]
23	CSc1sc(C#N)c2c1/C(=N\O)CCC2	9%	13%	6%	-10%	1%	-11%	12%	3%	.
24	C=CC[C@@H](CC(=O)N(CCO)Cc1ccccc1)C(=O)N[C@H](COC(=O)[C@@H](CC=C)CC(=O)OC(C)(C)C)C(C)(C)C	.	-1%	0%	.	.	-19%	12%	.	.
25	Cc1cc(C)n(C(=O)c2ccc(NC(=O)CC(C)C)cc2)n1	11%	26%	-5%[60.1 µM]	0%	7%	-6%	-4%	-17%	3%[12.7 µM]
26	CCOc1ccc(NC(=O)C2CC(=O)NC(N3CCc4ccccc43)=N2)cc1 (stereo not drawn)	-25%	15%	3%	-2%	-4%	-10%	2%	?	-48%[2.33 µM]
27	CN(C)c1ccc(C(=O)N2CCN(c3cc(C(F)(F)F)nc4ccccc34)CC2)cc1	-8%	-14%[58.9 µM]	-15%	-6%	?	-28%	0%	-19%	?
28	CCOc1cc(CN2CCN(C(=O)CC(C)C)CC2)ccc1OC	6%	18%	-6%	-6%	15%	-10%	17%	-7%	?
29	O=c1c2sccc2nc(SCc2cc(=O)n3ccccc3n2)n1-c1ccc(Br)cc1	3%	37%[activator]	3%	-2%	1%	-12%	5%	-10%	10%[59 µM]
30	CC(=O)C1=C(c2ccc(Br)cc2)N(C(C)=O)n2c(nnc2C2CCCCC2)S1	-9%	3%	-4%[60.1 µM]	-5%	-15%	-2%	.	-6%	12%[59 µM]
31	O=C(CSc1nnnn1-c1ccccc1)N1CCNC1=O	3%	7%	-19%	0%	1%	-3%	2%	-1%	8%
32	COc1ccccc1OCc1ccc(C(=O)N2CCCCC2)o1	-19%	-4%	-16%	-10%	-2%	-8%	-3%	-3%	21%
33	COc1cccc(C(=O)CSc2nnc(CNS(=O)(=O)c3ccc(C)cc3)n2C)c1	-2%	-1%	-9%	1%	-3%	-13%	-2%	-7%	3.2µM*
34	CC(Oc1cccc(Cl)c1)C(=O)Nc1ccncc1 (stereo not drawn)	1%	-20%	-3%	-6%	-13%	2%	3%	0%	.
35	CCOC(=O)CSC1=N/C(=C/c2ccc(-n3cncn3)cc2)C(=O)N1C(C)=O	37%	50%[activator]	-3%	0%	-2%	-10%	15%	-3%	.
36	CC(C)CC(=O)Nc1ccc(C(=O)COc2ccc(-c3nnco3)cc2)cc1	?	?	-12%	-5%	3%	-9%	-11%	?	-2%[59 µM]
37	CCCCn1nc(C(=O)N(C)CC(=O)Nc2cccc(F)c2)c2ccccc2c1=O	.	18%	-14%	.	5%	-10%	19%	.	35µM*
38	Cc1nc(NC(=O)c2ccccc2)sc1-c1csc(NCCc2ccccc2)n1	-17%	4%	-2%	-8%	?	-16%	-6%	77%[activator]	40µM*
39	Cc1ccc(CN(CC(=O)NC2CCCC2)C(=O)CSc2nnc(COc3ccccc3)o2)cc1	42%	34%[activator]	-12%	-12%	47%[activator]	11%	3%	38%[activator]	32µM*
40	O=C(Nc1ccccc1C(=O)Nc1nncs1)c1ccccc1	-16%	-27%	-3%	-1%	0%	-14%	-2%	7%	.
41	c1ccc(CCNc2c3c(nc4ncnn24)CCC3)cc1	1%	2%[58.9 µM]	2%	5%	28%	-5%	-3%	-11%	-2%
42	O=C(NCCCC(NC(=O)OCc1ccccc1)C(=O)O)OCc1ccccc1 (stereo not drawn)	5%	16%	-14%	-2%	0%	-24%	-7%	-3%	1%
43	O=C(CSc1nc2ccc(Cl)cc2[nH]1)Nc1ccc2[nH]c(=O)[nH]c2c1	.	18%	-14%	.	3%	10%	4%	.	5.6µM*

Screens: PubChem BioAssay, National Center for Advancing Translational Sciences (NCATS)

An excerpt; count on the stated rates, not on these rows.
